# Bcl-B TR3 displacers = displacers of TR3 peptide from Bcl-B, primary screen, selectivity assay for Bfl-1 inhibitor project, biochemical, fluorescence polarization; displacement, % at 20 µM, or IC50 in µM where a hit was titrated; FP displacement of FITC-TR3 peptide from Bcl-B; higher % means a stronger effect; 96,000 tested, 0.11% active;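 active means displacement above 50% at 20 µM plus a fluorescence interference ratio under 1.5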;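 further: plate controls were wells without compound for no effect and wells lacking Bcl-B protein for full effect; a part of the inactive calls stands beside numbers as strong as those of hits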
# NFkB transloc inh = blocks IL-1B driven NFkB nuclear translocation in HUVEC cells; HUVEC IL-1B NFkB p65 nuclear translocation imaging; inhibition, % at 2 µM; 94,000 tested, 0.43% active;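 active means inhibition above about 30% together with a positive call from visual inspection of the well image, limit read from the data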;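 further: nuclear over cytoplasmic p65 intensity ratio measured by imaging; 0% = IL-1B stimulated DMSO wells and 100% = unstimulated DMSO wells; values of inactives mirror those of a sister screen read the other way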
# IL1B NFkB pot = enhances IL-1B driven NFkB nuclear translocation; HUVEC IL-1B NFkB p65 nuclear translocation imaging; 94,000 tested, 0.3% active; activation, % at 2 µM;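 active means activation above 40%, about the mean plus 3 SD, also judged a hit on visual image review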;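 further: percent activation is computed from the nuclear over cytoplasmic p65 intensity ratio; values of inactives mirror those of a sister screen read the other way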
# PLAP inhibitors HTS = PLAP enzyme inhibitors, biochemical, luminescence, HTS (AID 690). 96,000 tested, 0.08% active. purified PLAP, luminescent substrate; higher % means a stronger effect. inhibition, % at 20 µM; hits with a dose series show IC50 in µM; in the data active means a potency from the dose series; inactive means the rest, 99 in 100 with inhibition below about 30%; further: strong numbers were not always called active
# MRP resist rev = reverses drug resistance mediated by MRP; H69AR cells + 2 uM doxorubicin, CellTiter-Glo, 72 h; differential viability (reversal), % at 10 µM; 85,000 tested, 0.04% active; AID 602;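 active means viability drop by adding the cancer drug above about 55%, with treated viability meeting a 40% cutoff, limit read from the data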;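 further: viability without doxorubicin minus viability with 2 µM doxorubicin for each compound; larger differential means the compound sensitizes cells more to doxorubicin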
# MRP resist rev cytotoxicity = also measured in MRP resist rev; calls as there; viability, %; H69AR cells, CellTiter-Glo, 72 h; measured here: cytotoxicity without doxorubicin
# MRP resist rev with doxorubicin = recorded beside MRP resist rev, whose call it bears; viability, %; measured here: viability with 2 uM doxorubicin; hits give low values
# NFkB transloc inh cell count 2 µM = second read-out of NFkB transloc inh, no call of its own (marks repeat the call); cell count; measured here: cells passing quality filter;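 raw number of nuclei counted in each imaged well without normalization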
# IL1B NFkB pot cell count 2 µM = recorded beside IL1B NFkB pot, whose call it bears; cell count; measured here: cells passing quality filter
# * hit, by the source's call; nt = no result given. An excerpt. The share of hits here may be higher or lower than overall.
# The first five entries, ahead of the listing:
SMILES,Bcl-B TR3 displacers,NFkB transloc inh,NFkB transloc inh cell count 2 µM,IL1B NFkB pot,IL1B NFkB pot cell count 2 µM,PLAP inhibitors HTS,MRP resist rev,MRP resist rev cytotoxicity,MRP resist rev with doxorubicin
CC(C)NC(=O)c1onc(CSc2cccc(F)c2)c1C(=O)O,-0.7%,-11.7,119,11.7,119,-10.4%,nt,nt,nt
COc1ccc(CN(C)c2ncnc(N)n2)cc1,1.3%,-36.9,180,36.9,180,14.8%,-7.7,71.7,79.4
COC(=O)c1cnn(C(=O)c2ccccc2Br)c1N,-2.0%,11.6,176,-11.6,176,15.3%,2.3,93.7,91.5
COC(=O)C(C)NC(=O)C1CCCN1S(=O)(=O)c1cc(C)c(Cl)cc1C (stereo not given),-1.8%,5.5,116,-5.5,116,-18.2%,-11.0,80.4,91.4
COc1cc(/C=C(\C#N)c2nc3c(s2)CCCC3)ccc1O,-252.7%,6.7,154,-6.7,154,26.6%,nt,nt,nt

# This part in full, from the first entry:
SMILES,Bcl-B TR3 displacers,NFkB transloc inh,NFkB transloc inh cell count 2 µM,IL1B NFkB pot,IL1B NFkB pot cell count 2 µM,PLAP inhibitors HTS,MRP resist rev,MRP resist rev cytotoxicity,MRP resist rev with doxorubicin
CC(C)NC(=O)c1onc(CSc2cccc(F)c2)c1C(=O)O,-0.7%,-11.7,119,11.7,119,-10.4%,nt,nt,nt
COc1ccc(CN(C)c2ncnc(N)n2)cc1,1.3%,-36.9,180,36.9,180,14.8%,-7.7,71.7,79.4
COC(=O)c1cnn(C(=O)c2ccccc2Br)c1N,-2.0%,11.6,176,-11.6,176,15.3%,2.3,93.7,91.5
COC(=O)C(C)NC(=O)C1CCCN1S(=O)(=O)c1cc(C)c(Cl)cc1C (stereo not given),-1.8%,5.5,116,-5.5,116,-18.2%,-11.0,80.4,91.4
COc1cc(/C=C(\C#N)c2nc3c(s2)CCCC3)ccc1O,-252.7%,6.7,154,-6.7,154,26.6%,nt,nt,nt
COc1ccc(CC(=O)NCCN2CCCC2)cc1,-0.1%,-3.0,152,3.0,152,0.5%,-22.7,82.9,105.6
CCOC(=O)c1cc(C#N)c(SCc2ccc(C#N)cc2)nc1C,-13.3%,0.3,121,-0.3,121,nt,-12.6,55.4,68.0
CCOC(=O)CNS(=O)(=O)c1cc(-c2nn(C)c(=O)c3ccccc23)ccc1C,8.4%,11.2,128,-11.2,128,-2.3%,-18.3,62.5,80.8
Cc1ccc(C(=O)CSc2nnc(CNc3ccc(C)cc3C)o2)cc1,-5.0%,0.7,131,-0.7,131,3.1%,20.0,98.1,78.1
CCCSc1nnc(-c2c[nH]c3ccccc23)n1C,9.8%,nt,nt,nt,nt,25.2%,0.1,81.5,81.4
COc1ccc(-c2cc(C(F)(F)F)n3nc(C)cc3n2)cc1,-7.2%,5.0,148,-5.0,148,7.4%,2.2,81.8,79.6
CCOC(=O)C1=C(NC(=O)c2ccc(Br)o2)Nc2ccccc2N=C1,3.0%,-0.4,115,0.4,115,-6.6%,5.5,31.2,25.6
CC1=CCC2(CO)COC(c3ccccc3O)C1C2 (stereo not given),-3.4%,nt,nt,nt,nt,4.0%,16.1,97.8,81.8
CCCC(c1nnnn1CC1CCCO1)N1CCN(c2cc(Cl)ccc2C)CC1 (stereo not given),-5.9%,2.5,114,-2.5,114,-62.9%,1.7,75.4,73.7
Nc1nc2n(n1)C(c1c(F)cccc1Cl)CC(c1ccc(F)cc1)N2 (stereo not given),nt,-3.2,53,3.2,53,nt,11.6,94.3,82.7
Cc1nn(C)cc1CN(C)C(=O)c1sc2cccc(Cl)c2c1Cl,8.5%,nt,nt,nt,nt,-76.9%,0.0,96.1,96.1
Cc1noc(C)c1S(=O)(=O)N1CCC(C(=O)Nc2ccc(OC(F)(F)F)cc2)CC1,8.8%,2.0,73,-2.0,73,-3.1%,7.2,78.1,70.9
CC(=O)c1nnn(-c2nc(N3CCCC3)nc(N(c3ccccc3)c3ccccc3)n2)c1C,6.3%,-2.2,154,2.2,154,-17.1%,11.1,90.2,79.2
CC(=O)Nc1ccccc1-c1nn[nH]n1,-1.9%,-3.8,171,3.8,171,20.1%,8.7,90.0,81.3
CCOc1ccccc1C(=O)Nc1ccccc1C(N)=O,0.6%,-29.4,116,29.4,116,-17.4%,-5.1,89.6,94.7
CCN1CCN(c2ncc(C(=O)N3CCN(c4ccccc4OC)CC3)c3ccccc23)CC1,nt,-5.6,134,5.6,134,nt,5.4,88.7,83.3
CS(=O)(=O)c1ccc(-c2nn[nH]n2)cc1,-6.2%,nt,nt,nt,nt,18.2%,-6.3,100.6,106.9
CS(=O)CSc1nc2c(cc1C#N)CCCC2 (stereo not given),-7.6%,-8.7,138,8.7,138,-5.1%,4.4,76.8,72.4
Cc1ccc(C(c2sc3ncnn3c2O)N2CCCCC2)cc1 (stereo not given),nt,-0.3,59,0.2,59,nt,1.9,91.5,89.6
O=C(NC1(O)C(=O)c2ccccc2C1=O)c1ccccc1,10.3%,9.9,58,-9.9,58,19.5%,nt,nt,nt
O=C(CN(CC1CCCO1)C(=O)CCC(=O)Nc1nccs1)NCC1CCCO1 (stereo not given),0.8%,9.9,116,-9.9,116,-21.9%,4.2,101.0,96.8
COc1cc(OC)cc(C(=O)NCCn2ccc3ccccc32)c1,20.3%,-7.1,67,7.1,67,16.4%,-13.1,74.5,87.6
Cc1cc(C(=O)CSc2nnc(-c3cccs3)n2Cc2ccccc2)c(C)n1C,0.9%,7.7,219,-7.7,219,-30.1%,-10.3,76.0,86.3
O=C1CN(S(=O)(=O)c2ccccc2)CC(=O)N1CCc1ccccc1,-8.1%,4.8,148,-4.8,148,20.1%,9.8,99.6,89.8
CCOc1ccc(N(CC(=O)NC2CCCC2)C(=O)CCC(=O)Nc2ccccn2)cc1,7.5%,-24.2,123,24.2,123,-48.0%,15.7,100.5,84.8
O=c1cc(-c2cccs2)oc2ccc(Cl)cc12,-18.1%,5.3,142,-5.3,142,2.9%,12.1,84.0,71.9
Cc1noc(C)c1S(=O)(=O)N1CCCC(C(=O)N2CCN(C3CCCCC3)CC2)C1 (stereo not given),-3.2%,nt,nt,nt,nt,-65.5%,1.8,88.0,86.3
O=C(Nc1ccc(N2CCCCC2)cc1)c1cccnc1Cl,-16.3%,nt,nt,nt,nt,1.8%,2.4,95.7,93.2
CCN(CC)C(=O)CSc1ncnc2c1nnn2-c1ccc(OC)cc1,4.1%,-3.1,78,3.1,78,8.8%,14.4,100.3,86.0
CCOC(=O)c1ccc(NC(=O)C(C)N2C(=O)c3ccccc3C2=O)cc1 (stereo not given),14.6%,-5.5,148,5.5,148,6.3%,-3.4,93.1,96.5
CCCCn1c(SCC(=O)N2CCCCC2C)nc2cc(S(N)(=O)=O)ccc21 (stereo not given),23.0%,-11.7,172,11.7,172,-9.4%,-18.6,76.1,94.7
O=C(NNC(=S)NC(=O)C12CC3CC(CC(C3)C1)C2)c1ccncc1,-0.8%,12.8,105,-12.8,105,-92.6%,nt,nt,nt
COC(=O)c1cc(OC)c(OC)cc1NC(=O)C(C)Sc1ccc(C)cc1 (stereo not given),0.0%,-3.5,112,3.5,112,-41.5%,nt,nt,nt
O=C(CSCc1ccccn1)Nc1ccccc1,-3.2%,-21.1,129,21.1,129,22.8%,0.2,101.4,101.2
Cn1c(=O)c2c(SCc3ccccc3)nc(-c3ccco3)nc2n(C)c1=O,-1.1%,nt,nt,nt,nt,2.1%,-7.3,50.5,57.8
COc1ccccc1NC(=O)Cc1noc(CSc2nnc(N)s2)n1,-39.1%,6.0,169,-6.0,169,-32.1%,4.0,92.3,88.3
O=C(NCc1ccccc1)c1cc2ccccc2o1,-9.1%,-11.0,122,11.0,122,21.7%,-5.3,79.9,85.2
CCOC(=O)Cn1nc(Cc2ccccc2)c2ccccc2c1=O,-1.5%,0.7,152,-0.7,152,-1.5%,10.2,96.5,86.4
COc1ccc(N2CCN(CCNC(=O)c3c(C)cc(=O)oc3C)CC2)cc1,11.3%,-15.6,184,15.6,184,-12.2%,nt,nt,nt
Cc1cc(C)c2c(=O)[nH]n(C3CC(C)N(C)CC3C)c2n1 (stereo not given),5.3%,0.9,201,-0.9,201,-3.5%,-1.6,83.4,85.0
C=CCSc1nc2c(cnn2-c2ccc(C)c(C)c2)c(=O)[nH]1,4.2%,-1.8,205,1.8,205,-30.6%,-11.2,84.3,95.4
CC(=O)Nc1c(C(=O)N2CCOCC2)sc2nc3c(cc12)COC(C)(C)C3,-10.0%,-16.7,171,16.7,171,2.4%,16.3,99.4,83.2
Cc1csc(NC(=O)CSc2nnc(C)s2)n1,1.5%,nt,nt,nt,nt,11.3%,5.6,94.2,88.7
Cc1cc(N/C=C/C(=O)c2ccc(Br)cc2)no1,nt,-3.7,84,3.7,84,nt,-5.9,81.9,87.8
Cc1cccc(N(C(=O)CCC(=O)Nc2cc(C)on2)C(C(=O)NC2CCCC2)c2ccncc2)c1 (stereo not given),-7.7%,nt,nt,nt,nt,-12.4%,-5.2,77.5,82.7
CCc1cc2c(=O)n(-c3ccccc3)c(=S)[nH]c2s1,3.1%,0.3,175,-0.3,175,14.7%,-11.9,78.6,90.6
COc1ccc(-n2c(SCc3nnc(-c4ccccc4)o3)nnc2-c2ccccc2)cc1,-10.7%,-7.5,152,7.5,152,0.5%,-1.3,84.5,85.7
OCCN(Cc1ccccc1)Cc1ccc(F)c(F)c1,-4.0%,-24.0,82,24.0,82,10.9%,26.6,103.7,77.1
CC(C)(C)NC(=O)COc1ccc(-c2ccccc2)cc1,-2.9%,0.5,184,-0.5,184,-23.6%,nt,nt,nt
COC(=O)C(Cc1ccc(OC(=O)c2ccccc2Cl)cc1)N1Cc2ccccc2C1=O (stereo not given),6.3%,3.8,137,-3.8,137,-10.3%,nt,nt,nt
Nc1ccccc1NC(=O)c1ccccc1,-17.7%,12.6,63,-12.6,63,-8.0%,2.6,63.9,61.3
NC(=O)C1CCCN(C(=O)c2ccc(Cl)cc2)C1 (stereo not given),-3.9%,-6.6,130,6.6,130,-12.8%,-13.8,92.5,106.3
O=C(O)CCc1ccc(-c2ccccc2)o1,0.0%,-1.5,186,1.5,186,-2.3%,-5.6,101.6,107.1
Cc1cc(NC(=O)COC(=O)C(Cc2ccccc2)NC(=O)c2ccco2)no1 (stereo not given),1.7%,3.0,110,-3.0,110,25.3%,-7.4,91.5,98.9
COc1ccc2c(c1)c1c3n2CCN(C)C3=NCC1,1.4%,nt,nt,nt,nt,47.7%,5.7,86.2,80.5
# Remaining list, next part:
SMILES,Bcl-B TR3 displacers,NFkB transloc inh,NFkB transloc inh cell count 2 µM,IL1B NFkB pot,IL1B NFkB pot cell count 2 µM,PLAP inhibitors HTS,MRP resist rev,MRP resist rev cytotoxicity,MRP resist rev with doxorubicin
Cc1nn(C)c(C)c1NS(=O)(=O)c1ccccc1,3.3%,-12.2,111,12.2,111,18.2%,-5.6,100.1,105.7
Cc1ccc(C(=O)CSc2n[nH]c(C)n2)cc1,-0.1%,16.2,125,-16.2,125,-65.6%,9.5,95.2,85.7
CN(C)CCNC(=O)c1cc2c(=O)n(C)c3ccccc3c2n1C,-6.8%,-12.2,165,12.2,165,5.3%,-4.5,80.5,85.0
O=C(c1ccco1)N1CCN(c2nc(C3CC3)nc3sc4c(c23)CCCC4)CC1,-9.0%,-36.0,48,36.0,48,-75.1%,12.6,85.2,72.6
COc1ccccc1NC(=S)NC(=O)CC(C)C,-3.4%,10.7,154,-10.7,154,-11.3%,nt,nt,nt
O=C(NCC(=O)N(Cc1ccccc1)C(C(=O)NCC1CCCO1)c1ccccc1)c1cccs1 (stereo not given),-0.8%,11.5,108,-11.5,108,-11.9%,nt,nt,nt
CCn1c(=O)n(CCc2ccccc2)c(=O)c2c3c(sc21)CCCC3,8.2%,-2.2,180,2.2,180,16.2%,-16.4,64.9,81.2
Cc1nc2ccc(NC(=O)NCc3ccco3)cc2s1,-5.8%,-8.4,102,8.4,102,26.1%,4.2,97.8,93.6
CC1=C(C(=O)OCCOc2ccccc2)C(c2ccc(C)o2)C2=C(CC(C)(C)CC2=O)N1 (stereo not given),-0.2%,-12.5,124,12.5,124,-56.0%,-3.8,100.9,104.7

# High-throughput results (PubChem BioAssay)
